VLA-4 inh: inhibition in a human VLA-4 binding assay. P13612. VLA-4 expressing cells, ligand binding flow cytometry. inhibition, % (about 7 µM as worked out from the volumes in the protocol). actives 0.2% (n = 330,000); in the data active means inhibition above about 50%
Target sequence (P13612 whole entry, looked up): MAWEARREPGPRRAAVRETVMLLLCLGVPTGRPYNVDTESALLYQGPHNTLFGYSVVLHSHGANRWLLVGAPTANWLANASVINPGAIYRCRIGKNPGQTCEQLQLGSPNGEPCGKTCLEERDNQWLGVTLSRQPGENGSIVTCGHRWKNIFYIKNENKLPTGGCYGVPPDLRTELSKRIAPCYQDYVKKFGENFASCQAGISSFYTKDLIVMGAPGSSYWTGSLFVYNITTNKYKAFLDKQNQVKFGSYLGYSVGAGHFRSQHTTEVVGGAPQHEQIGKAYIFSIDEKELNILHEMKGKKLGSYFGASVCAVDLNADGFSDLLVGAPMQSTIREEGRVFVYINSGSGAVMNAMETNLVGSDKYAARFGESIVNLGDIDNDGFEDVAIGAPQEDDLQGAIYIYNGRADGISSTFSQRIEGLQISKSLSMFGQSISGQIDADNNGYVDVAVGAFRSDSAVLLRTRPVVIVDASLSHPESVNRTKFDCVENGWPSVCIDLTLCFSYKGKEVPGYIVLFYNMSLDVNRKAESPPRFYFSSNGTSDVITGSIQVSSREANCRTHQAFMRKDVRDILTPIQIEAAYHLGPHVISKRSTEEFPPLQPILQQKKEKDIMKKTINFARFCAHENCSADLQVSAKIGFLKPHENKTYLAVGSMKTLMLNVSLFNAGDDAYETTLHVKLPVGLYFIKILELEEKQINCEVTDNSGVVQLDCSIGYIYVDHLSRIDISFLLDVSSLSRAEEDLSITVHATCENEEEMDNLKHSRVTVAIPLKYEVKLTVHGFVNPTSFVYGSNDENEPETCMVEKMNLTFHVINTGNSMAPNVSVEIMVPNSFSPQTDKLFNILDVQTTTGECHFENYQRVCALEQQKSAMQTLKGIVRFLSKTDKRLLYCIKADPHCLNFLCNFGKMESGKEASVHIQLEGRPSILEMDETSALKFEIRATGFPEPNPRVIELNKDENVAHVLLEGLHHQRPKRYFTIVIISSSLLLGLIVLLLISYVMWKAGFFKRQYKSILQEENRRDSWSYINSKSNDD
RPL19A TOR yeast: alters RPL19A-GFP fluorescence in TOR pathway yeast screen | S. cerevisiae RPL19A-GFP strain, flow cytometry, 3 h; active compounds read low | percent response vs DMSO, % at 10 µM | actives 0.3% (n = 330,000) | AID 2025;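 active means percent response vs DMSO below 50%; inconclusive means fewer than 70 events counted for the yeast strain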;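 further: median channel GFP fluorescence of the barcoded RPL19A-GFP strain; ratio of sample median GFP to plate DMSO average so 100% = DMSO; lower means less RPL19A-GFP as with rapamycin TOR inhibition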
AGP1-GFP MLPCN: alters AGP1-GFP fluorescence in TOR pathway yeast screen; actives 0.02% (n = 320,000); GFP response vs DMSO, % at 10 µM; S. cerevisiae AGP1-GFP multiplex flow cytometry, 3 h; GFP as percent of DMSO wells;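 active means GFP response relative to DMSO above a set limit, near screen average plus 3 SD, cut at about 150% in these data; inconclusive means fewer than 70 cells counted for the yeast strain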;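 further: median GFP channel fluorescence of the gated AGP1 strain per well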
CIT2-GFP yeast: yeast TOR pathway CIT2-GFP modulation; S. cerevisiae CIT2-GFP strain, flow cytometry, 3 h; 100 means same as DMSO wells; GFP response vs DMSO, % at 10 µM; actives 0.065% (n = 320,000); AID 2029;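 active means GFP response relative to DMSO above a set limit, near the screen mean plus 3 SD, cut at about 150% in these data; inconclusive means Fewer than 70 cells measured for a yeast strain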;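 further: ratio of well median GFP fluorescence to mean of DMSO wells on the plate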
GASC-1 inh: inhibitors of human GASC-1 (JMJD2C) demethylase | actives 0.069% (n = 330,000) | Q9H3R0 | inhibition, % at 2.35 µM | GST-JMJD2C(1-420) H3K9me3 demethylation, DELFIA europium;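 active means more than half of a compound's replicate wells show inhibition beyond 50%, single wells judged on their own value; inconclusive means some, but no more than half, of replicates pass 50% inhibition; inactive means no replicate passes 50% inhibition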;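 further: signal counts dimethyl H3K9 product captured on neutravidin plate; 0% = median of DMSO wells and 100% = 0.3 times that DMSO median; strong numbers were not always called active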
MEP2-GFP yeast: yeast TOR pathway MEP2-GFP modulation. AID 2016. GFP response vs DMSO, % at 10 µM. S. cerevisiae MEP2-GFP strain, flow cytometry GFP, 3 h; 100% = DMSO control level. actives 0.51% (n = 330,000);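 active means GFP response versus DMSO above a set limit, roughly screen mean plus 3 SD, cut at about 180% in these data; inconclusive means fewer than 70 cells counted for a yeast strain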;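 further: median GFP fluorescence of the barcode-gated MEP2-GFP cells per well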
LAP4 TOR yeast: yeast TOR pathway LAP4-GFP modulation. S. cerevisiae LAP4-GFP multiplex, flow cytometry GFP, 3 h; median GFP as percent of DMSO wells. GFP response vs DMSO, % at 10 µM. actives 0.34% (n = 320,000). AID 2023;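 active means GFP response vs DMSO above a set limit, about the screen mean plus 3 SD, cut at about 150% in these data; inconclusive means under 70 cell events counted for the yeast strain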
GRK2 inh: inhibitors of human GRK2 displacing RNA aptamer; bead flow cytometry, FAM-aptamer displacement from GRK2; inhibition of aptamer binding, % at 10 µM; actives 0.59% (n = 330,000); AID 488847;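 active means inhibition of aptamer binding above 40%, roughly 3 SD of noise, on plates passing a quality check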;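 further: median bead fluorescence of bound FAM aptamer so fluorescent compounds give negative values; no value below 0 was filed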
Active calls of the source: *; ? = inconclusive; . = no result given; & = joins results of further samples; [ ] = dose if it differs, or a comment. An unsorted share of the library. Share with any hit: about 1.7%.

canonical_smiles	MEP2-GFP yeast	LAP4 TOR yeast	RPL19A TOR yeast	CIT2-GFP yeast	GRK2 inh	GASC-1 inh	AGP1-GFP MLPCN	VLA-4 inh
COc1cc(NC(=O)C2CCCN(c3ncccn3)C2)cc(OC)c1 (stereo not drawn)	100	93	98	99	13	-5	101	-11
CSCC(=O)NC1CCCN(C2Cc3ccccc3C2)C1 (stereo not drawn)	103	93	103	100	3	-8	102	1
COc1ccc(OCC(=O)N(Cc2ccco2)C2CCS(=O)(=O)C2)cc1 (stereo not drawn)	103	110	103	98	.	-3	108	-2
CCN(Cc1ccccc1)C(=O)Cn1cc(S(=O)(=O)NC)c(S(=O)(=O)NC)c1	113	93	103	103	1	-13	98	5
COc1ccc(Cc2nnc(SCc3c(C)noc3C)n2C2CCCCC2)cc1OC	100	102	101	94	0	-34	100	2
CN(Cc1cccc(F)c1)C(=O)c1ccc(S(=O)(=O)N2CCOCC2)cc1	105	107	101	102	2	8	105	0
COc1ccc(S(=O)(=O)N2CCCCC2)cc1NC(=O)Cn1cnc2c1c(=O)n(C)c(=O)n2C	119	104	98	105	0	-5	104	-18
COc1ccc(CCn2c(SCCN3CCCCC3)nc3ccccc3c2=O)cc1OC	102	94	103	98	1	3	106	-2
COc1ccccc1NS(=O)(=O)c1ccc(C(=O)N2CCCC(C)C2)cc1 (stereo not drawn)	88[may fluoresce red]	70[may fluoresce red]	?	103[may fluoresce red]	0	48	78[may fluoresce red]	6
O=C(c1ccc2c(=O)n3c(nc2c1)CCCCC3)N1CCc2ccccc21	100	101	101	95	0	-2	96	9
CN1c2ccccc2C(C)(C)C12CCCC(=O)N2 (stereo not drawn)	108	99	97	99	2	9	107	10
COc1ccc(-n2c(CN3CCC(C(N)=O)CC3)nc3ccc([N+](=O)[O-])cc3c2=O)c(OC)c1	93	102	98	103	2	1	107	5
CN(C)CCSc1nc(-c2ccccc2)nc2c1COC(C)(C)C2	97	91	94	95	0	-3	99	-6
COc1ccc(NC(=O)CCCNC(=O)Cn2cnc3sc(C)c(C)c3c2=O)c(OC)c1	107	102	107	103	0	-11	102	33
CCOC(=O)/C(C#N)=C/c1cccc(F)c1	107	98	103	95	3	15	97	36
O=C(CCc1nnc(Cc2c[nH]c3ccccc23)o1)NC1CCCC1	107	106	100	107	0	-6	107	2
CCCCCCCCCCCCN1[C@@H](CC(=O)OC)c2cc(F)ccc2S1(=O)=O	100	97	100	94	0	-4	101	24
CC(C)C(=O)OC1CCS(=O)(=O)c2sccc21 (stereo not drawn)	100	95	98	96	2	3	98	9
COc1cc(C2N(c3ccc(F)cc3)C(=O)C3CCCN32)cc(OC)c1OC (stereo not drawn)	104	102	99	107	0	-2	107	-15
CCOc1cccc(NC(=O)/C(C#N)=C/c2cccnc2)c1	88	140	88	66	8	12	95	2
COc1ccccc1NC(=O)c1cccc(N2C(=O)C3C4C=CC(C4)C3C2=O)c1 (stereo not drawn)	93	99	92	94	0	-2	89	5
CN(CC(=O)Nc1ccc(F)cc1)C(=O)CSc1nnc(Cc2ccccc2)o1	104	108	116	111	0	0	111	6
O=C(O)c1ccc2c(c1)S(=O)(=O)c1cc(Cl)ccc1C2=O	110	116	100	101	0	0	104	11
COc1ccc(CC2(CO)CCN(Cc3c(C)nn(C(C)C)c3C)CC2)cc1	105	101	97	99	0	1	101	0
C=CCn1c(SCc2nc3ccccc3[nH]2)nnc1-c1ccccn1	98	93	95	102	4	27	101	4
COc1ccc(O)c(C(=O)c2coc(=N)c(C(=O)Nc3ccc(SC(F)F)cc3)c2)c1	95	101	94	98	0	19	101	-5
COc1ccc(-c2nc(CS(=O)CC(=O)NC3CCCC3)c(C)o2)cc1 (stereo not drawn)	115	104	99	102	0	-8	102	3
C=CCn1c(SCC(=O)NCC2CCCO2)nnc1C1CCCCC1 (stereo not drawn)	94	92	94	93	0	-5	95	-4
COc1ccc(/C=C/C(=O)Nc2cccnc2)cc1OC	98	93	93	104	2	12	98	5
COc1cc(/C=c2/sc3nc(-c4ccccc4)c(-c4ccccc4)n3c2=O)cc(OC)c1OC	102	92	107	113	4	-7	103	2
CC(NC(=O)C1CCCN1S(=O)(=O)c1ccc2c(c1)n(C)c(=O)c(=O)n2C)c1ccccc1 (stereo not drawn)	98	103	99	84	0	20	97	4
Cc1nc2ccccc2cc1C(=O)Nc1ccccc1Cl	107	111	98	95	1	5	107	2
O=C(/C=C/c1ccco1)NC(=S)Nc1ccccc1N1CCOCC1	98	102	99	93	0	7	93	2
COc1ccc2cc(C(=O)C3CCCN(C(=O)Cc4c(C)noc4C)C3)ccc2c1 (stereo not drawn)	96	102	96	96	3	10	103	6
COC(=O)N/N=C/c1cn(CCCOc2ccc(C)cc2)c2ccccc12	91	90	90	86	0	7	86	2
COc1cccc(C(C(=O)Nc2ccc(F)cc2)N(C(=O)Cn2nnc3ccccc32)C2CC2)c1 (stereo not drawn)	97	88	98	.	4	-14	96	4

Part of the list above, as labelled records.
COc1ccc2cc(C(=O)C3CCCN(C(=O)Cc4c(C)noc4C)C3)ccc2c1 (stereo not drawn)
  MEP2-GFP yeast = 96
  LAP4 TOR yeast = 102
  RPL19A TOR yeast = 96
  CIT2-GFP yeast = 96
  GRK2 inh = 3
  GASC-1 inh = 10
  AGP1-GFP MLPCN = 103
  VLA-4 inh = 6

COC(=O)N/N=C/c1cn(CCCOc2ccc(C)cc2)c2ccccc12
  MEP2-GFP yeast = 91
  LAP4 TOR yeast = 90
  RPL19A TOR yeast = 90
  CIT2-GFP yeast = 86
  GRK2 inh = 0
  GASC-1 inh = 7
  AGP1-GFP MLPCN = 86
  VLA-4 inh = 2

(list continues)
canonical_smiles	MEP2-GFP yeast	LAP4 TOR yeast	RPL19A TOR yeast	CIT2-GFP yeast	GRK2 inh	GASC-1 inh	AGP1-GFP MLPCN	VLA-4 inh
COc1ccc(-c2ccc3c(N)c(C(=O)c4ccc(OC)c(OC)c4)sc3n2)cc1	105	108	100	95	0	0	96	-21
COC(=O)C1CN(C(=O)C(C)Oc2ccc(C(C)C)cc2)c2ccccc2O1 (stereo not drawn)	100	88	100	95	0	0	96	-6
CCOC(=O)c1sc(=S)n(-c2ccccc2OC)c1N	97	100	97	97	0	-7	97	-5
CCCCn1c(N)c(N(Cc2ccccc2OC)C(=O)CN2C(=O)NC(C)(c3ccccc3)C2=O)c(=O)[nH]c1=O (stereo not drawn)	117	110	103	114	0	2	110	2
CSc1nc2cc(F)c(F)cc2n1C	103	103	98	91	3	-38	98	-11
Cc1cc(C(=O)CSc2cccc[n+]2[O-])c(C)n1-c1ccc(OC(F)F)cc1	106	108	103	106	3	-1	99	-7
CCCCOC(=O)C(C)Nc1n[nH]c(=O)[nH]c1=O (stereo not drawn)	108	103	101	100	1	3	103	41
CCOC(=O)C1=C(O)C(=O)N(c2ccc(S(N)(=O)=O)cc2)C1c1ccc(OC)cc1 (stereo not drawn)	105	106	107	108	1	6	115	13
COc1cccc(COC(=O)C2CCN(S(=O)(=O)c3ccc(C)cc3)CC2)c1OC	95	108	95	91	1	-1	103	-9
Cn1c(SCC(=O)c2ccc(F)cc2)nnc1-c1cnccn1	100	96	103	110	0	-2	103	4
Cc1cnc(NC(=O)CSc2ncn(-c3ccccc3)n2)s1	103	102	97	92	1	-3	97	4
CSc1nnc(NC(=O)c2nc(S(=O)(=O)Cc3ccccc3F)ncc2Cl)s1	107	112	98	100	0	-25	105	12
COc1cccc(CN(C)C(=O)c2[nH]c(C)c(C(C)=O)c2C)c1OC	101	90	105	100	0	7	102	-9
CCOC(=O)c1[nH]c(CSc2nnc(-c3ccncc3)n2CCOC)c(C(=O)OCC)c1C	96	110	107	98	0	1&-7	99	-1
COc1ccc([N+](=O)[O-])cc1NC(=O)C(C)N1CCN(C(=O)c2ccco2)CC1 (stereo not drawn)	93	93	96	97	0	1	94	13
CC(=O)c1ccc(NC(=O)CN2C(=O)COc3ccc(Cl)cc32)cc1	118	105	103	107	0	-4	109	-1
Cc1nccn1-c1ccc(C(F)(F)F)cc1NC=O	86	91	89	92	2	6	.	13
CCOC(=O)CNC(=O)CCc1nnc2ccc(N3CCC(C)CC3)nn12	99	83	87	97	0	-2	85	26
Cc1cccc(N2C(=O)CC(c3ccc(F)cc3)C3=C2COC3=O)c1 (stereo not drawn)	108	106	114	99	2	-25	119	1
O=C1C(Cc2ccccc2)SC(=Nc2ccccc2)N1c1ccccc1 (stereo not drawn)	96	91	96	90	2	4	93	14
OC(COc1ccc2ccccc2c1)CN1CCCC1 (stereo not drawn)	96	95	101	103	0	2	100	11
CCCN1CCN(CCCNC(=O)C(CC)n2nc(C)c3sc4ccccc4c3c2=O)CC1 (stereo not drawn)	108	121	113	119	62*	-2	122	4
O=C(CN1CCN(C(=O)c2c(F)cccc2F)CC1)Nc1ccccc1F	99	100	104	104	12	0	108	6
CCOC(=O)c1c(-c2ccc(OC)cc2)oc2ccc(O)cc12	113	112	111	100	0	-2	97	-3
Cc1ccc(S(=O)(=O)N[C@H](C(=O)N2CCC(C(=O)NCC(=O)O)CC2)C(C)C)cc1	104	91	96	94	4	-4	99	12
O=C(Nc1nnc(C(F)(F)F)s1)C1COc2ccccc2O1 (stereo not drawn)	90	106	98	96	5	19	.	2
Cc1ccccc1OCC(=O)N=Nc1c(O)n(C)c2ccccc12	90	98	92	90	0	5	95	4
CN1CCN(C(=O)c2ccc3c(=O)n(-c4ccc(F)cc4)c(=S)[nH]c3c2)CC1	96	102	98	97	1	-7	97	14
Cc1cccc(NC(=O)CN2NS(=O)(=O)c3ccccc3C2=O)c1	315*[may fluoresce violet]	123[may fluoresce violet]	16*[may fluoresce violet]	?	0	-13	?	1

Screening data: PubChem BioAssay, several laboratories
